Screens from PubChem BioAssay.
CHT PAM: allosteric activators of human choline transporter CHT; Q9GZV3; CHT-expressing cells, membrane potential dye, choline EC20; active compounds read high; LV-AA mutant CHT in HEK293 cells; B-score at 10 µM; 0.49% of 310,000 active; AID 488977;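 active = initial fluorescence not abnormally high and integrated response B-score, plate-corrected, over 3 SD above library mean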
Target sequence (Q9GZV3 whole entry, looked up): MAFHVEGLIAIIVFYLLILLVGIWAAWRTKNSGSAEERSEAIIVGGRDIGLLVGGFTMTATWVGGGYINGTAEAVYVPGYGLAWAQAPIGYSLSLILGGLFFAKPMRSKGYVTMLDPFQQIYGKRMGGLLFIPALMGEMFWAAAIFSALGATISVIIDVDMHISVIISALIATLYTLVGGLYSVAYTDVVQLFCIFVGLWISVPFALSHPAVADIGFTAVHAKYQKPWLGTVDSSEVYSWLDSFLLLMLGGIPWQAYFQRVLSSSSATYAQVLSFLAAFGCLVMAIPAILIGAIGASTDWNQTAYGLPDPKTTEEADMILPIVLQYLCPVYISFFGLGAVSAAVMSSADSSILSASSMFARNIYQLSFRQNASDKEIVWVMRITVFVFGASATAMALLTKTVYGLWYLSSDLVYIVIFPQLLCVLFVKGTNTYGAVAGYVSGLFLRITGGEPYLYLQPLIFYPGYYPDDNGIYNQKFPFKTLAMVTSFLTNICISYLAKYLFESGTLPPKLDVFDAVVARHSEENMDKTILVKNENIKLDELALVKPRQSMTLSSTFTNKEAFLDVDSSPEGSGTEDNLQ
OX1R antagonist: blocks the human orexin 1 receptor; inhibition, % at 5 µM; 0.43% of 330,000 active; O43613; CHO/OX1R cells, Fluo-8 calcium fluorescence, orexin A;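 active = inhibition above its plate's threshold, mean inhibition of all tested compounds on the plate plus 3 SD, cut at about 37% in these data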;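 note: 0% = orexin A challenge wells and 100% = SB-334867-A antagonist wells; not every result past the cut was called active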
Target sequence (O43613 whole entry, looked up): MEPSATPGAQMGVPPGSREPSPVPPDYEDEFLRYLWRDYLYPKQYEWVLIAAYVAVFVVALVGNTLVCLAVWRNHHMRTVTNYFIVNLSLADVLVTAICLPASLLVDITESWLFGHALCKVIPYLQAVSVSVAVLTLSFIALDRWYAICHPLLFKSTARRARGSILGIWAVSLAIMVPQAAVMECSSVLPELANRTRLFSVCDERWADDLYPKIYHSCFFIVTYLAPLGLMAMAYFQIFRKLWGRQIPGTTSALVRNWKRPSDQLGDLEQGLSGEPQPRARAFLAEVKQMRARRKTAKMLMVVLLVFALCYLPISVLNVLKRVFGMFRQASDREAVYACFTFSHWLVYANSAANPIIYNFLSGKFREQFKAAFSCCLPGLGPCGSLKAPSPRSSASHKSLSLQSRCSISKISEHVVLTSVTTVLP
Active calls of the source: *; i = inactive; nt = not tested or not shown.

smiles	CHT PAM	OX1R antagonist
Cc1onc(-c2c(Cl)cccc2Cl)c1C(=O)NC(=S)N1CCOCC1	i	-5
Cc1nc2ccccc2c2oc(C(=O)N3CC(C)CC(C)C3)cc12 (stereo not given)	i	-30
O=C(CN1CCCC1)Nc1ccc([N+](=O)[O-])cc1Cl	i	-15
O=C(CCN1CCOCC1)N/N=C/c1cc([N+](=O)[O-])ccc1OC(F)F	i	-6
O=C(NCc1cccc2[nH]ccc12)C1CCC(=O)N(CCc2ccccc2)C1 (stereo not given)	i	-7
Cc1ccc(O)c(NC(=O)C2CCCCC2)c1	i	5
COC(=O)c1ccc(CO/N=C(\NC(C)=O)c2nonc2NC(C)=O)cc1	i	-3
CC(C)(C)OC(=O)NCCCC[C@@H](C(=O)N1CCN(C(=O)OC(C)(C)C)CC1)n1cc(CCC(=O)O)nn1	i	1
COc1cccc(/C=N/NC(=O)CNC(=O)c2ccc(S(=O)(=O)N3CCCC3)cc2)c1OC	i	-31
CC(C)Cc1ccc(CN2CCC(n3nccc3NC(=O)C3CCCC3)CC2)cc1	i	-18
COc1ccc2c(c1OC)C(=O)N1C2SC(C)(C)[C@H]1C(=O)NCCCOC(C)C (stereo not given in full)	i	-42
NC(=O)Cn1nc2sc3ccccc3n2c(=O)c1=O	i	-3
CC(C)=NNC1=NC(C)(C)Cc2ccccc21	i	-10
O=c1[nH]c(SCc2ccccc2)nc2c1cnn2-c1ccc(F)cc1	i	-12
COc1ccc(CCN(C)C(=O)CSc2nnc(-c3ccco3)o2)cc1OC	i	0
Cc1oc(-c2ccccc2F)nc1CS(=O)(=O)CC(=O)N1CCOCC1	i	-8
O=C(OCC(=O)N1CCOCC1)c1ccc(O)cc1	i	-11
COc1ccc(S(=O)(=O)N2CCOC23CCN(S(=O)(=O)c2ccc([N+](=O)[O-])cc2)CC3)cc1	i	-14
CCC(=O)N(CCC1(C(C)C)CCOC(C)(C)C1)C(C)c1cccs1 (stereo not given)	i	-13
Nc1nc(Nc2ccccc2)nc(NCc2ccccc2)c1[N+](=O)[O-]	i	-40
COc1ccc(NC(=O)CSc2cccc3cccnc23)c(OC)c1	i	5
Brc1ccc(-c2nnc3c4ccccc4nc(N4CCOCC4)n23)cc1	i	-12
CCCCN(C)CCCNC(=O)CN1N=C(c2ccc(Cl)cc2)CCC1=O	i	-11
Cc1ccc(C(=O)NCc2cccnc2)o1	i	-13
COc1ccc(C(=O)O/N=C(\C)c2nccs2)cc1	i	-4
CC(C)CC(NC(=O)C1CCC(C)CC1)C(=O)Nc1ccccc1F (stereo not given)	i	-47
CC(NC(=O)C1CCN(S(=O)(=O)c2cccc3nonc23)CC1)c1ccccc1 (stereo not given)	i	-16
COc1ccc(CCN=C(N)NS(=O)(=O)c2cccs2)cc1	i	-6
O=C(Cc1ccccc1[N+](=O)[O-])NC1CCN(Cc2ccccc2)CC1	i	-14
O=C(O)C1=C[C@H](c2cccs2)C[C@H](OCc2ccc(CO)cc2)O1	i	-15
COc1ccc(C(=O)N2CCN=C2SCc2cccnc2)c(OC)c1	i	-13
COc1cccc(NC(=O)CN(C)CC(=O)Nc2ccc(C)cc2Cl)c1	i	-21
Cc1cc2c(c(=O)n1CCc1ccccc1)C(C(C)C)C(C#N)=C(N)O2 (stereo not given)	i	-18
CCOC(=O)N1CCC(Nc2ncnc3c2cnn3-c2ccc(C)cc2C)CC1	i	-11
O=C(Sc1ccc(Cl)cc1)c1ccccn1	i	5
CC(=O)N(c1ccccc1)C1CCCC1	i	-4
Cc1ccc(CNC(=O)CCC(=O)N2CC(C)Oc3ccccc32)cc1 (stereo not given)	i	-18
CCCC(c1nnnn1C1CCCCC1)N1CCN(C(=O)c2ccco2)CC1 (stereo not given)	i	-5
Cc1ccc(CNc2ncnc3c2cnn3-c2ccccc2)cc1	i	-6
COc1ccc(/C=c2\s/c(=C/C(=O)c3ccc(C)cc3)[nH]c2=O)c(OC)c1	i	47*
Cn1c(=O)n(Cc2ccccc2)c(=O)c2c1nc1n2CCS1	i	-25
CCCCS(=O)(=O)N1CCC(C(=O)Oc2ccccc2OC)CC1	i	-15
CCCN(CC(=O)Nc1ccccc1C)C(=O)c1ccc(Cl)c(S(=O)(=O)N2CCCC2)c1	i	-33
c1ccc(OCCCn2ccnc2)cc1	i	-10
CC(Nc1nc(-c2ccccc2)nc2ccccc12)c1ccccc1 (stereo not given)	i	-44
C#CCOCCOCCOCCNc1nc(N2CCN(C(=O)[C@H](CCCCN)n3cc(CCCC)nn3)CC2)nc(N2CCN(C(=O)[C@H](Cc3ccc(O)cc3)n3cc(CCO)nn3)CC2)n1	i	1
COc1ccc(COCC(O)CN2CCOCC2)cc1OC (stereo not given)	i	-12
COc1ccc(/C=C(\NC(=O)c2ccc([N+](=O)[O-])cc2)C(=O)N2CCOCC2)cc1	i	-5
CCOc1ccc(-c2nc(CCl)cs2)cc1OC	i	-11
CC1=C(C(=O)O)N2C(=O)C(NC(=O)c3ccn(C)n3)C2SC1 (stereo not given)	i	-21
CCN(c1ccccc1)S(=O)(=O)c1ccc(OC)c(NC(=O)CCc2nc3ccccc3c(=O)[nH]2)c1	i	-24
CCn1nc(C)cc1C(=O)Sc1ccc(C)cc1	i	-7
CCNc1nc(NCC)nc(Oc2ccc(N)cc2)n1	i	-8
CN(C)/C=C(\C=O)c1ccc(Cl)cc1Cl	i	-4
CCN(CC)c1ccc(S(=O)(=O)N2CCOCC2)cc1NC(=O)c1cc(=O)c2ccccc2o1	i	-38
CCOC(=O)C1=C(C)OC(N)=C(C#N)C1c1ccc(O)c(OC)c1 (stereo not given)	i	-1
O=C(CNC(=O)c1ccccc1)OCC(=O)N1c2ccccc2Sc2ccccc21	i	-11
C[C@H](NC(=O)c1nc[nH]c1C(=O)N1CCN(C(=O)OC(C)(C)C)CC1)c1ccccc1	nt	-6
CC(C)CNC(=S)NNC(=O)c1ccc2c(c1)OCO2	i	9
N#Cc1cccc(NC(=O)c2nc(-c3ccccc3)n(-c3ccccc3)n2)c1	i	-17

Next part.
smiles	CHT PAM	OX1R antagonist
CCOC(=O)C1=C(C)N(C)C(=S)NC1c1ccccc1Cl (stereo not given)	i	-11
COc1ccc(-c2nc(C3CCCCC3)c3cc(OC)ccc3n2)cc1	i	-22
Cc1ccc(NC(=O)/C=C/c2ccco2)nc1	i	-3
COc1cc(NC(=O)c2ccc(-c3csc(C)n3)cc2)c(OC)cc1Cl	i	-22
O=C(CC(c1ccccc1)C1CCCCC1=O)c1ccco1 (stereo not given)	i	-23
CCN1CCN(CC(=O)N2c3ccccc3Sc3ccccc32)CC1	i	1
COc1ccc(-c2c(C)[nH]n3c(=O)c(Cc4ccccc4)c(C)nc23)cc1	i	-18
CCCn1nc(NC(=O)CC(C)C)c2cc3cccc(C)c3nc21	i	-16
Cc1ccc(NC(=S)N2CCC(NC(=O)c3ccco3)CC2)cc1C	i	-19
COc1ccc(CNS(=O)(=O)c2ccc3c(c2)CC(C)N3C(=O)C2CC2)cc1 (stereo not given)	i	5
O=C/C=C/c1coc2ccc3ccccc3c2c1=O	i	-3
Cc1ccc(S(=O)(=O)N2CCN(C(=O)COC(=O)/C=C/c3ccc(F)cc3)CC2)c(C)c1	i	-16
CCN(CC)S(=O)(=O)c1ccc(NC(=O)CC(NC(C)=O)c2ccccc2)cc1 (stereo not given)	i	-22
COc1cccc(-c2nnc(N(C)C(=O)C3CCOC3)s2)c1 (stereo not given)	i	-18
CCOC(=O)c1cccc(NC(=O)CSc2nnc(COc3ccccc3C)o2)c1	i	7
CC(C)Oc1ccc(C(=O)N(CN2CCCC2=O)c2ccc(F)cc2)cc1	i	-15
COc1ccc(CNC(=O)CN(C(=O)CCC(=O)Nc2nccs2)c2cccc(C)c2)cc1	i	-26
Cc1ccc(C(=O)Nc2ncc3c(n2)CC(c2ccco2)CC3=O)cc1 (stereo not given)	i	-13
CC(=O)Nc1c(C)ccc(S(N)(=O)=O)c1C	i	-12
COC(=O)C1=C(C)N(Cc2ccc(OC)cc2)C(=O)C1	i	-18
CN(C)C1=NC[C@H](Cc2ccccc2)N1CCCCc1ccccc1	i	-28
CN(C)CCCNC(=S)N(CCCN(C)C)Cc1cc2cc3c(cc2[nH]c1=O)OCO3	i	-12
CCOc1ccc(CCNC(=O)COC(=O)c2ccco2)cc1OCC	i	-22
COc1ccc(CCNC(=O)CCS(=O)(=O)c2cccc3nsnc23)cc1OC	i	-19

One compound at a time (already shown). Order of screens: CHT PAM	OX1R antagonist
`COc1cccc(-c2nnc(N(C)C(=O)C3CCOC3)s2)c1` (stereo not given) as listed: i	-18
`COc1ccc(CCNC(=O)CCS(=O)(=O)c2cccc3nsnc23)cc1OC` as listed: i	-19

Next compounds
smiles	CHT PAM	OX1R antagonist
Oc1ccc(-c2onc3ccc(Cl)cc23)cc1	i	-4
COc1ccc(NC(=O)CCC(=O)N2CCN(S(=O)(=O)c3ccc(C)cc3)CC2)c(OC)c1	i	-19
CC(=C/c1ccc(C(C)C)cc1)/C=N/NC(=O)c1ccncc1	i	-9
O=C(O)c1ccc(/C=N/NC(=O)c2ccc(CN3c4cccc5cccc(c45)S3(=O)=O)cc2)cc1	i	-6
CCn1c(=O)c(C(=O)NNC(=O)c2ccccc2F)c(O)c2ccccc21	i	-10
C[C@H]1CN([C@@H](C)CO)C(=O)c2cccc(NC(=O)Nc3ccc(C(F)(F)F)cc3)c2O[C@@H]1CN(C)Cc1ccc(Cl)c(Cl)c1	nt	-24
Cc1cc(/C=C2\C(=N)N3N=C(C(C)C)SC3=NC2=O)c(C)n1Cc1ccccc1	i	102*
O=C(CN(c1ccc(Cl)c(Cl)c1)S(=O)(=O)c1ccccc1)N1CCc2ccccc2C1	i	40
O=[N+]([O-])/C(C(Cl)=C(Cl)Cl)=C1\Nc2ccccc2O1	i	-9
C=CC[C@@H](CC(=O)N[C@@H](CO)Cc1ccccc1)C(=O)N[C@H](COC(=O)[C@@H](CC=C)CC(=O)OC(C)(C)C)Cc1c[nH]c2ccccc12	nt	6
CCCCn1c(N)c(N(CC(C)C)C(=O)CN(C)Cc2cccc(OC)c2)c(=O)[nH]c1=O	i	-18
CCc1nnc(SCC(=O)Nc2ccc(N3CCOCC3)cc2)n1C	i	2

Sorted by the number under OX1R antagonist (smallest number first): 6 of the compounds above.
SMILES | OX1R antagonist
C[C@H]1CN([C@@H](C)CO)C(=O)c2cccc(NC(=O)Nc3ccc(C(F)(F)F)cc3)c2O[C@@H]1CN(C)Cc1ccc(Cl)c(Cl)c1 | -24
CCCCn1c(N)c(N(CC(C)C)C(=O)CN(C)Cc2cccc(OC)c2)c(=O)[nH]c1=O | -18
CCn1c(=O)c(C(=O)NNC(=O)c2ccccc2F)c(O)c2ccccc21 | -10
O=C(O)c1ccc(/C=N/NC(=O)c2ccc(CN3c4cccc5cccc(c45)S3(=O)=O)cc2)cc1 | -6
CCc1nnc(SCC(=O)Nc2ccc(N3CCOCC3)cc2)n1C | 2
O=C(CN(c1ccc(Cl)c(Cl)c1)S(=O)(=O)c1ccccc1)N1CCc2ccccc2C1 | 40

Continued.
smiles	CHT PAM	OX1R antagonist
CCOc1ccccc1NC(=O)c1ccc(Cl)c(NC(=O)CC(c2ccccc2)c2ccccc2)c1	i	-16
COC(=O)COc1cccc(-n2cnnn2)c1	i	-2
O=C(NN=C1CCCCCC1)c1cc(-c2ccccc2)nc2ccccc12	i	-44
COC(=O)c1ccccc1NC1=C/C(=N\S(=O)(=O)c2cccs2)c2ccccc2C1=O	i	-8
COc1cc(/C=N/NC(=O)c2cccc([N+](=O)[O-])c2)cc(OC)c1O	i	-1
Cc1nn(C)cc1S(=O)(=O)N1CCCC(C(=O)O)C1 (stereo not given)	i	-13
CCN(c1ccccc1)S(=O)(=O)c1cc(C(=O)O)ccc1C	i	-14
CCc1nc(C)ccc1OC(=O)C12CC3CC(CC(C3)C1)C2	i	-23
COc1ccc(C(CNC(=O)c2cccc(S(=O)(=O)N3CCOCC3)c2)N2CCOCC2)cc1 (stereo not given)	nt	-12
O=C(CCNC(=O)N1CC(=O)Nc2ccccc21)NCc1ccc(F)cc1	i	9
Cn1cnc([N+](=O)[O-])c1Sc1ccccc1	i	1
O=C(Nc1ccccc1)c1cnc2ccccc2n1	i	-1
Cc1nc2scc(C)n2c(=O)c1S(=O)(=O)Nc1ccc(N2CCOCC2)cc1	i	2
COc1ccc(NC(=O)CN(C)C(=O)c2cccc(S(=O)(=O)N3CCN(C)CC3)c2)cc1	i	-2
O=C(Nc1ccc(N2CCOCC2)cc1)c1ccc([N+](=O)[O-])o1	i	-4
CN(C)c1cccc(C(=O)NNC(=S)NC2CCCC2)c1	i	2
O=C(NCC(=O)N1CCCCCCC1)c1ccccc1Br	i	-7
O=C(NC(=S)Nc1cc(Cl)ccc1N1CCOCC1)c1ccc(-c2cccc(Cl)c2)o1	i	-17
O=C(NCc1cc2ccccc2[nH]1)C1CCC(=O)N(CCCN2CCCC2=O)C1 (stereo not given)	i	-12
CCCCn1c(N)c(N(CCOC)C(=O)c2ccc(N3C(=O)CCC3=O)cc2)c(=O)[nH]c1=O	i	-10
CC1CN(S(=O)(=O)c2ccc(-c3nc4ccccc4s3)cc2)CC(C)O1 (stereo not given)	i	0
Cc1ccc(C(=O)N2CC(C)OC(C)C2)cc1[N+](=O)[O-] (stereo not given)	i	-7
C=CCn1c(=N)c(C(=O)NCCCOC)cc2c(=O)n3cc(C)ccc3nc21	i	-10
Cc1ccsc1/C=N\NC(=O)c1cc(C(C)(C)C)[nH]n1	i	-1
NNc1nc(NCc2ccccc2)nc(N2CCOCC2)n1	i	-26
Cc1ccc(NC(=S)NC(=O)c2ccc(F)cc2)cc1S(=O)(=O)Nc1cccc(Cl)c1	i	-13
